Screening results: PubChem BioAssay, National Center for Advancing Translational Sciences (NCATS)
D3 antag: blocks the human D3 dopamine receptor; D3R cells, DiscoveRx beta-arrestin luminescence, antagonist mode; active compounds read low; max response, negative = inhibition, %; 2.5% of 360,000 active; P35462; AID 652054; in the data active means max response below about -50%; inconclusive means no clear call, values can overlap the other calls; further: on the % scale 0 is the no-effect control and ±100 the full control effect; mostly tested at two doses, the higher about 12 µM
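Cells expressing the human receptor were seeded at 1500 cells/well, incubated overnight at 37 degrees C in 5% CO2, then exposed to library compounds with dopamine controls for 90 minutes at 37 degrees C before luminescent detection.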
pAkt inh: inhibitors of Akt phosphorylation. 0.32% of 360,000 active. activity change, % for hits at 50 µM. Neuro2A IGF-stimulated pAkt S473 HTRF, 20 min; active compounds read low; in the data active means activity change below about -80%; inconclusive means mostly about -51% to -80%; further: on the % scale 0 is the no-effect control and ±100 the full control effect
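Neuro2A cells (4,500/well, DMEM with 0.5% FBS) were treated with compound at a single 50 µM final concentration, stimulated with 6 nM IGF for 20 min at 37 °C, and lysed. Phospho-Akt Ser473 was read by HTRF as 665/615 ratio ×10^4.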
EPAC2 agonist: activates human EPAC2 exchange factor; Q8WZA2; EPAC2 activation, biochemical qHTS; response scale: 100% = 6.5 mM cAMP response; Potency, µM (highest dose often 154 µM), inactives show at the top dose activation, hits mostly activators; 0.079% of 360,000 active; AID 720711; further: potency means the concentration at half of the fitted maximal effect; nearly all actives have a fitted effect of over 50% in size
Target sequence (Q8WZA2 whole entry, looked up): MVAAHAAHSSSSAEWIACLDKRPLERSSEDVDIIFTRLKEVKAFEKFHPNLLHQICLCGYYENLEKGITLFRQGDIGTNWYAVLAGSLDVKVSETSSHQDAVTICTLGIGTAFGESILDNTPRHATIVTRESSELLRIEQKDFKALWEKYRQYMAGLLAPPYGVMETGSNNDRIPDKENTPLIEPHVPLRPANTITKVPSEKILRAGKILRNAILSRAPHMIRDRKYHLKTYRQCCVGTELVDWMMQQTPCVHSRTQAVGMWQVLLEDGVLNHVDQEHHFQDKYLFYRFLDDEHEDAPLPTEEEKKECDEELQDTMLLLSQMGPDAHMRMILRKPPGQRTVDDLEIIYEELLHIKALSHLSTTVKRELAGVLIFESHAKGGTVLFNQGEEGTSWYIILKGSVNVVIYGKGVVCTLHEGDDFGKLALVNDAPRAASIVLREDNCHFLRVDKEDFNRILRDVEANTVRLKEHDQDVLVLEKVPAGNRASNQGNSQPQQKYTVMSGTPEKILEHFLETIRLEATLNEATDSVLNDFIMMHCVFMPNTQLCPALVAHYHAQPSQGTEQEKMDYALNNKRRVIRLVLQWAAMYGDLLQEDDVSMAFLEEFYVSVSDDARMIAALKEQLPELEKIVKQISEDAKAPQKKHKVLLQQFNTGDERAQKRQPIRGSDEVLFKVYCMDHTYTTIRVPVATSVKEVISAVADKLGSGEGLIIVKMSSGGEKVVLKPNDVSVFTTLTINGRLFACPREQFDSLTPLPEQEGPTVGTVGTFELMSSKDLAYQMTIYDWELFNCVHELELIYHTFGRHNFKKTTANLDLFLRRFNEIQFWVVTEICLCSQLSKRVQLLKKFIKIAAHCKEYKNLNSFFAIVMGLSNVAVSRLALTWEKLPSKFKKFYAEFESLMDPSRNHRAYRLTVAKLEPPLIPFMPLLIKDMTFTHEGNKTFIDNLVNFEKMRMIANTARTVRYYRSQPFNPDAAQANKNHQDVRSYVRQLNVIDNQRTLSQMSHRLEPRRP
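In this primary screen, activation is scored as increased exchange of BODIPY-GDP from Rap1B by 100 nM EPAC2, with 50 uM GDP as competitor. Signal is normalized to the 6.5 mM cAMP agonist control.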
EPAC2 antagonist: EPAC2 (human) antagonism; Q8WZA2; EPAC2 GEF exchange of Rap1B-BODIPY-GDP, fluorescence; Potency, µM (series often up to 114 µM), for the others: top-dose activity, negative = inhibition, usual class: inhibitors; 0.18% of 360,000 active; further: potency means the concentration at half of the fitted maximal effect; on the % scale 0 is the no-effect control and ±100 the full control effect; nearly all actives have a fitted effect of over 45% in size; many of its hits are not listed in these tables
DRD3 agonist: D3 dopamine receptor (human) agonism | 0.58% of 410,000 active | AID 652048 | P35462 | max activation, % | D3R DiscoveRx beta-arrestin cells, luminescence, 90 min; in the data active means max activation above about 30%; further: 0% is about no effect; mostly tested at two doses, the higher about 12 µM
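Agonist mode: compounds and dopamine controls were applied to plated cells for 90 min at 37 degrees C after an overnight attachment at 1500 cells/well. Luminescent read-out followed 30 - 60 minutes at room temperature with DiscoveRx detection reagent.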
CCT modulator: changes cytosolic chaperonin activity; activity change, % (no concentration beside the values), hits read low; 0.3% of 360,000 active; purified chaperonin ATPase assay, HTRF ADP detection, 30 min; AID 651819; in the data active means activity change below about -30%; further: on the % scale 0 is the no-effect control and ±100 the full control effect
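TRiC at 40 or 20 nM final (batch-dependent) in 30 mM Tris pH 7.4, 100 mM KCl, 5 mM MgCl2, 1 mM DTT, with compound at single 76 uM and 10 uM ATP, 30 min at 37 deg C. ADP detected by HTRF Transcreener, 665/615 ratio.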
PTHR1 agonist: activates the human parathyroid hormone receptor PTHR1 | HEK293 GP2 PTHR1 cells, GloSensor cAMP luminescence, 1 h | Potency, µM (series often up to 115 µM), for the others: top-dose activation, most hits filed as activators | Q03431 | 0.075% of 410,000 active; further: potency means the concentration at half of the fitted maximal effect; nearly all actives have a fitted effect of over 55% in size; some results filed as inactive show a strong effect at the top dose; inactives centre near -15; many of its hits are not listed in these tables
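HEK-293-derived GP2 cells expressing PTHR1 and a GloSensor cAMP reporter, 3,000/well, plated overnight, given luciferin plus IBMX (each 0.5 mM as added) for 1 h at 37 °C, then compound for 1 h at 37 °C. Luminescence was read after 15 min at room temperature.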
Mm-Cpn inhibitor: blocks the Methanococcus maripaludis chaperonin Mm-Cpn; purified Mm-Cpn ATPase, ADP Transcreener TR-FRET; Potency, µM (highest dose often 76.9 µM), for the others: at the top dose activity, negative = inhibition, most hits filed as inhibitors; 0.031% of 330,000 active; further: potency means the concentration at half of the fitted maximal effect; on the % scale 0 is the no-effect control and ±100 the full control effect; nearly all actives have a fitted effect of over 80% in size
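Purified archaeal Mm-CPN (25nM final) preincubated 10 min at 37degC with compound, then 10uM ATP for 30 min at 37degC; ADP measured by HTRF Transcreener TR-FRET; buffer 30 mM TRIS pH 7.4, 100mM KCl, 5mM MgCl2, 1mM DTT.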
Active calls of the source: *; i = inactive; u = inconclusive; x = no result given; [ ] = another dose, or the depositor's remark. Unless noted, the call rests on the fitted dose curve; in most records, active means well fitted curve in the direction sought with a large enough effect; inconclusive means small, poorly fitted or top-dose-only effect, or another doubt; inactive means no such curve, though single readings can be large; an effect the other way counts as inactive or inconclusive.

SMILES	D3 antag	pAkt inh	EPAC2 agonist	EPAC2 antagonist	DRD3 agonist	CCT modulator	PTHR1 agonist	Mm-Cpn inhibitor
COc1ccc(N2CCN(C(CNS(C)(=O)=O)c3ccco3)CC2)cc1 (configuration not stated)	-6	i	6%	1%	11	-2.7	u	3%
O=C(Cn1cc2c(n1)CCCCC2)Nc1ccccc1Cl	-10	i	-4%	1%	3	-3.1	-4%	1%
Cc1ccc(C(=O)Nc2ccc(C(=O)O)cc2)cc1S(=O)(=O)NCc1ccccc1	1	i	0%	1%	13	-11	-19%	-2%
Cc1ccc(Cn2cc(/C=C/C(=O)O)c(-c3ccccc3)n2)cc1	-23	i	-2%	2%	-1	-27	10%[57.5 µM]	1%
CCN(C1CCCCC1)S(=O)(=O)c1c(C)n(C)c(=O)n(C)c1=O	-2	i	3%	-3%	9	-1.3	-23%	0%
Cc1cccc(C(=O)Oc2ccccc2/C=N/NC(=O)c2ccc(NC(=O)C(C)(C)C)cc2)c1	-21	i	1%	-7%	-5	1.5	i	-2%
COc1cc2c(cc1OC)C(c1ccc(OC)c(OC)c1OC)CC(=O)N2 (configuration not stated)	11	i	3%	2%	-5	0.4	-22%	1%
COc1ccc(OCc2nnc(SCC(=O)N(C)Cc3ccccc3)n2N)cc1	-7	i	3%	-4%	-6	1.1	21%	2%
CCOC(=O)c1c(NC(=O)CSC2=NN3CCCC(=O)N=C3S2)sc2c1CCCCC2	-17	i	10%	2%	-6	-13	-20%	1%
COc1cc(OC)c(C(=O)Nc2ncn[nH]2)cc1OC	22	i	-4%	-1%	-4	-2.0	-11%[57.5 µM]	x
CS(=O)(=O)c1ccc2nc(NC(=O)C3CC3)sc2c1	-13	i	4%	1%	2	-1.9	i	x
O=C(NCC1CCCO1)c1ccc(S(=O)(=O)Nc2ccccc2F)cc1 (configuration not stated)	9	i	4%	1%	11	-0.8	-14%	-1%
Cc1cc(-c2ccco2)n(CC(=O)O)n1	-8	i	4%	-3%	-1	-0.1	i	0%
CCCS(=O)(=O)N1CCC(C(=O)NCc2ccc3c(c2)OCO3)CC1	3	i	-3%	-6%	-2	0.6	-16%	-1%
Cc1ccc2c(c1)nnn2C1CCN(S(=O)(=O)c2ccc(C(=O)N(C)C)cc2)CC1	16	i	6%	-3%	2	1.6	i	4%
CCOC(=O)C1CCCC12Nc1cccc3cccc(c13)N2 (configuration not stated)	-13	i	-1%	2%	-3	-1.1	i	x
Cc1cc(S(=O)(=O)NC2CCCCC2)ccc1-n1cnnn1	9	i	6%	11%	3	0.2	i	0%
O=S1(=O)C[C@@H](N2CCN(c3ccccn3)CC2)[C@H](COCc2ccccc2)N1	-21	i	15%	5%	1	-0.7	-21%	x
COc1ccc(CCN(Cc2ccccn2)C(=S)Nc2ccccc2F)cc1OC	8	i	-3%	7%	5	-6.5	i	2%
CCCCn1c(N)c(N(CCOC)C(=O)c2ccc(S(=O)(=O)N(CC)c3ccccc3)cc2)c(=O)[nH]c1=O	-15	i	1%	9%	-8	2.4	-2%	1%
COc1ccccc1NC(=O)Nc1cc(C(C)C)ccc1C	1	i	-2%	0%	4	-0.5	-8%	1%
Cc1ccc(NC(=O)Cc2nnc(SCC(=O)NC3=NCCS3)n2C)cc1	3	i	3%	0%	1	0.6	i	0%
Cc1cc(C)c(C(=O)CC2(O)C(=O)Nc3ccccc32)cc1C (configuration not stated)	u	-116%*	-22%	2%	5	-4.1	-10%[57.5 µM]	0%
CC1=CC(C)(C)NC(=S)N1NC(=O)c1ccccc1Cl	9	i	12%	2%	18	2.8	i	0%
Cc1ccc(C(=O)Nc2ccncc2)c(Cl)c1	14	i	9%	0%	4	2.2	-5%	-1%
O=C(CSc1ccccc1)NCc1cccnc1	19	i	-2%	9%	-5	0.9	-17%	-3%
COc1cccc(NS(=O)(=O)c2cc3[nH]c(=O)c(=O)[nH]c3cc2C)c1	22	i	2%	3%	11	-0.3	-17%	-2%
Cn1c(=S)n(/N=C/c2cccs2)c2ccccc21	9	i	15%	-5%	3	-0.7	-1%	1%
CCN1CCCC1CNC(=O)C(=O)NC (configuration not stated)	0	i	13%	1%	1	-1.7	-5%	2%
O=C(Cc1ccc(Cl)cc1)NC(=S)Nc1ccccc1N1CCOCC1	0	i	4%	1%	-2	-3.0	-29%	-1%
O=C(CSCc1ccc(F)cc1)Nc1ccccc1	19	i	8%	6%	10	2.6	-4%	0%
CN(C)CCN(C(=O)c1cccc(N2C(=O)CCC2=O)c1)c1nc2ccc(Br)cc2s1	-16	i	-8%	-6%	-11	-2.4	i	0%
COc1ccc(S(=O)(=O)n2c([N+](=O)[O-])cnc2C)cc1OC	-2	i	5%	10%	-6	2.0	-34%[inhibitor]	1%
CCOc1ccc2ccccc2c1C(=O)N1CCN(c2ccccc2)CC1	16	i	11%	-3%	3	-0.3	i	-1%
Cc1cc(C(F)(F)F)n2nc(-c3cnn(C)c3C(F)(F)F)cc2n1	25	i	-11%	-2%	-4	-2.7	i	0%
O=C(O)CC/C(=N/NC(=O)CNC(=O)C(c1ccccc1)c1ccccc1)c1ccccc1	-19	i	2%	2%	-11	0.4	-19%	1%
CCCC(=O)NC(Nc1ccc(S(=O)(=O)Nc2cc(C)on2)cc1)(C(=O)OCC)C(F)(F)F (configuration not stated)	-10	i	-2%	7%	3	-0.6	-22%	-1%
C[C@H]1CN([C@@H](C)CO)C(=O)CCCn2nncc2CO[C@H]1CN(C)S(=O)(=O)c1ccc2ccccc2c1	-18	i	2%	2%	3	-0.4	-2%	x
O=C(O)COCC(=O)NC1CCN(Cc2ccccc2)CC1	7	i	5%	1%	6	1.0	i	-1%
COCCCNc1nc2nonc2nc1N1CCC(C(C)N2CCOCC2)CC1 (configuration not stated)	17	i	12%	1%	-8	-1.8	i	7%
CN(c1cccc(NC(=O)c2ccc(N(C)S(=O)(=O)c3ccccc3)cc2)c1)S(C)(=O)=O	42	i	6%	1%	3	-5.2	-48%[inhibitor]	-4%
CCSC(=Nc1ccccc1)N1CCOCC1	-17	i	7%	-4%	4	-0.3	5%	x
O=C(Cc1n[nH]c(=O)c2ccccc12)OCc1c(Cl)cccc1Cl	17	i	12%	3%	-3	-2.0	i	0%
COCCCN1C(=O)C(CC(=O)NCc2cccc3ccccc23)CC(C(=O)N(C)C)=C1C (configuration not stated)	u	i	9%	0%	-5	-2.2	-3%	x
CC(Sc1nnnn1-c1ccccc1)C(=O)Nc1ccccc1-c1ccccc1 (configuration not stated)	10	i	19%	-9%	2	-1.2	-6%	-1%

Whole records from above. Order of values: D3 antag	pAkt inh	EPAC2 agonist	EPAC2 antagonist	DRD3 agonist	CCT modulator	PTHR1 agonist	Mm-Cpn inhibitor
Shown for O=C(CSCc1ccc(F)cc1)Nc1ccccc1 : 19	i	8%	6%	10	2.6	-4%	0%
Shown for COCCCN1C(=O)C(CC(=O)NCc2cccc3ccccc23)CC(C(=O)N(C)C)=C1C (configuration not stated) : u	i	9%	0%	-5	-2.2	-3%	x
Shown for CN(c1cccc(NC(=O)c2ccc(N(C)S(=O)(=O)c3ccccc3)cc2)c1)S(C)(=O)=O : 42	i	6%	1%	3	-5.2	-48%[inhibitor]	-4%
Shown for Cc1cc(C(F)(F)F)n2nc(-c3cnn(C)c3C(F)(F)F)cc2n1 : 25	i	-11%	-2%	-4	-2.7	i	0%
Shown for COc1ccc(S(=O)(=O)n2c([N+](=O)[O-])cnc2C)cc1OC : -2	i	5%	10%	-6	2.0	-34%[inhibitor]	1%

More entries follow.
SMILES	D3 antag	pAkt inh	EPAC2 agonist	EPAC2 antagonist	DRD3 agonist	CCT modulator	PTHR1 agonist	Mm-Cpn inhibitor
O=C(O)c1cccc(S(=O)(=O)N2CCC(n3nnc4cc(C(F)(F)F)ccc43)CC2)c1	-76*	i	3%	-11%	-14	-0.7	-1%	-3%
O=C(O)CC1NC(=S)N(Cc2ccccc2)C1=O (configuration not stated)	0	i	-1%	18%	0	1.0	i	x
COc1ccc(CC(=O)Nc2ccc(S(=O)(=O)N3CCN(C)CC3)cc2)cc1	-1	i	6%	5%	-5	-2.0	i	0%
O=C(NC1CCCCC1)c1cccc2c(-c3ccc(F)c(F)c3)coc12	-24	i	2%	2%	-7	-0.7	i	x
Cc1ccc(S(=O)(=O)NC(CN2CCOCC2)=NCCNS(=O)(=O)c2ccccc2)cc1	19	i	-1%	9%	1	0.1	-1%[57.5 µM]	-4%
CCOC(=O)c1ccc(NC(=S)NNC(=O)C2(C)CC2(Cl)Cl)cc1 (configuration not stated)	38	i	u	1%[57.1 µM]	1	-0.7	-37%[inhibitor][57.5 µM]	-1%
CC(C)N(CCc1ccncc1)C(=S)Nc1cccc(Cl)c1	12	i	6%	-1%	14	-0.9	i	3%
CCOC(=O)C1=C(COC(=O)CSc2ccc(C)cc2C)NC(=O)NC1C (configuration not stated)	4	i	-4%	0%	0	0.3	i	2%
COc1ccc(C(C(=O)NCCC(C)C)N(CCCO)C(=O)c2snc(C(N)=O)c2N)cc1OC (configuration not stated)	-8	i	1%	-9%	3	0.6	i	0%
CCOc1ccc2oc(C(=O)NCC(C)(C)CN(C)C)c(C)c2c1	2	i	-2%	10%	-14	1.1	-22%	u
CC1(C(=O)NS(=O)(=O)Cc2ccccc2)CCN1C(=O)CCc1ccccc1 (configuration not stated)	8	i	-4%	7%	9	-0.3	i	x
Cc1nnc(SC(C)C(=O)NCC2CCCO2)n1-c1ccccc1 (configuration not stated)	1	i	3%	-1%	-1	0.1	0%[57.5 µM]	-1%

Copied from the list:
EPAC2 antagonist with Cc1ccc2c(c1)nnn2C1CCN(S(=O)(=O)c2ccc(C(=O)N(C)C)cc2)CC1 stands at -3%
Mm-Cpn inhibitor with Cc1cc(C)c(C(=O)CC2(O)C(=O)Nc3ccccc32)cc1C (configuration not stated) stands at 0%
EPAC2 agonist with Cc1nnc(SC(C)C(=O)NCC2CCCO2)n1-c1ccccc1 (configuration not stated) stands at 3%
DRD3 agonist with COCCCN1C(=O)C(CC(=O)NCc2cccc3ccccc23)CC(C(=O)N(C)C)=C1C (configuration not stated) stands at -5

An excerpt, so the mix of outcomes need not match the whole.
